High-throughput results from PubChem.
BAZ2B block: inhibitors of human BAZ2B bromodomain; Q9UIF8; AlphaScreen BAZ2B-H3K14Ac peptide displacement; Potency, µM (doses to about 114 µM), for inactives: top-dose activity change, negative = inhibition, actives largely listed as inhibitors; 4.4% of 360,000 active; also: % is scaled to controls: 0 for no effect and ±100 for the full control effect; nearly all actives have a fitted effect of over 60% in size
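BAZ2B (50 nM) with biotin-H3(5-23)K14Ac peptide (50 nM) in PBS pH 7.4, 0.01% Tween-20, preformed 30 min, then compound 30 min at room temperature; top concentration 110uM. AlphaScreen streptavidin donor/nickel chelate acceptor beads (10 ug/mL final), 20 min dark, signal read.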
JMJD2A Tudor: inhibitors of human JMJD2A Tudor domain; Potency, µM (series often up to 114 µM), for inactives: at the top dose activity change, negative = inhibition, hits mostly inhibitors; AlphaScreen JMJD2A-Tudor / H3K4me3 peptide binding; AID 504339; O75164; 4.4% of 390,000 active; also: % is scaled to controls: 0 for no effect and ±100 for the full control effect; nearly all actives have a fitted effect of over 50% in size
BLM helicase inh: inhibitors of human Bloom syndrome helicase BLM; P54132; recombinant BLM DNA unwinding, fluorescence dequenching; 0.2% of 350,000 active; Potency, µM (titrated, usually from 56.1 µM), without a hit: at the top dose activity change, negative = inhibition, hits mostly inhibitors;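 also: plate controls were vehicle for no effect and no enzyme for full effect; nearly all actives have a fitted effect of over 35% in size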
Target sequence (P54132 whole entry, looked up): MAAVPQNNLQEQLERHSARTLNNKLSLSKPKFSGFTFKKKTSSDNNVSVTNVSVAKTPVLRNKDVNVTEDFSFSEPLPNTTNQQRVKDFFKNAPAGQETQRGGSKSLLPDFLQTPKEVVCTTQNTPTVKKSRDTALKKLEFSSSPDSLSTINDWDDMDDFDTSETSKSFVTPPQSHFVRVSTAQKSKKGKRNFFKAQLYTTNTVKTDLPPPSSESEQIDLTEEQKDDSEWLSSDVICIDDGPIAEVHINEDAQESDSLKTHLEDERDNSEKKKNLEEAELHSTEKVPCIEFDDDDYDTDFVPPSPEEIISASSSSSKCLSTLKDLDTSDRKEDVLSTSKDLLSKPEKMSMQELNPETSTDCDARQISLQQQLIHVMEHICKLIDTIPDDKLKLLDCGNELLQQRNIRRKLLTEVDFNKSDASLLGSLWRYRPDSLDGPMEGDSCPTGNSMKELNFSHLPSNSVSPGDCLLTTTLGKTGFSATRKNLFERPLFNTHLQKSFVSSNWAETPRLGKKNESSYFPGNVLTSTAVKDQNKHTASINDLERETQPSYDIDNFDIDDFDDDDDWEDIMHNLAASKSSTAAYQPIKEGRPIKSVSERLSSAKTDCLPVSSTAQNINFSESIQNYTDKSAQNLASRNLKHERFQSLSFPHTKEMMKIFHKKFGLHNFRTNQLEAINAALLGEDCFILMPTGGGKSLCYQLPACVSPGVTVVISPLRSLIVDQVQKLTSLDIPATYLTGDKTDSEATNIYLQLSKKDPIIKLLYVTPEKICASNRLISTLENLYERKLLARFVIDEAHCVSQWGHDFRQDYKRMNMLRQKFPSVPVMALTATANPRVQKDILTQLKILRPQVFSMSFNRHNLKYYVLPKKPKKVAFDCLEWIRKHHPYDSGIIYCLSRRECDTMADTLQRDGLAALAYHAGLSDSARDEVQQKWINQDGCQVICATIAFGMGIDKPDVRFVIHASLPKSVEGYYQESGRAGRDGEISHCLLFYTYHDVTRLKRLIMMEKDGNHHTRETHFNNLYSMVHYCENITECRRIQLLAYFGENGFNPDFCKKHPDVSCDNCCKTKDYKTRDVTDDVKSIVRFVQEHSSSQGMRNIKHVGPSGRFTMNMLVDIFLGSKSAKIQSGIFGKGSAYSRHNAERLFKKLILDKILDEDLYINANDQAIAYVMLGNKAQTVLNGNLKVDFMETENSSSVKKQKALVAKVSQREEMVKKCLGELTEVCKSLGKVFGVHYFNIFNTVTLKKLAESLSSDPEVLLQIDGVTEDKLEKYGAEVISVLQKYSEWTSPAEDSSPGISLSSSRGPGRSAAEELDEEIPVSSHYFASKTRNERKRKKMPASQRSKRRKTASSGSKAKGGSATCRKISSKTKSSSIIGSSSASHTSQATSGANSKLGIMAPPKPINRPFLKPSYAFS
G9a inh: blocks human histone lysine methyltransferase G9a; Q96KQ7; G9a H3K9 monomethylation, AlphaScreen, 2 h; Potency, µM (doses to about 102 µM), for inactives: at the highest dose activity, negative = inhibition, most hits filed as inhibitors; 8.8% of 350,000 active; AID 504332; also: % is scaled to controls: 0 for no effect and ±100 for the full control effect; nearly all actives have a fitted effect of over 75% in size
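Using a bead-based AlphaScreen, monomethylated H3K9 product from 2 h room-temperature reactions (G9a 20 nM, peptide 500 nM, SAM 20 uM) was detected with 0.5 ug/mL rabbit anti-H3K9me1 antibody.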
Pol kappa inh: blocks human DNA polymerase kappa activity | Q9UBT6 | purified Pol kappa, fluorescent DNA synthesis assay, 10 min | Potency, µM (highest dose often 107 µM), inactives show at the highest dose activity, negative = inhibition, actives largely listed as inhibitors | 0.53% of 400,000 active | AID 588579; also: % is scaled to controls: 0 for no effect and ±100 for the full control effect
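Enzyme at 10 nM met test compounds for 15 min at room temperature. Substrate addition (50 nM final) began the reaction, which was monitored by fluorescence at 0 and 10 min.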
APEX1 inh: APE1 (human) endonuclease inhibition. P27695. recombinant APE1, TAMRA/BHQ-2 abasic DNA cleavage fluorescence. Potency, µM (titrated, usually from 65.8 µM), for inactives: at the highest dose activity change, negative = inhibition, actives largely listed as inhibitors. 0.35% of 350,000 active;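 also: plate controls were vehicle for no effect and reference inhibitor for full effect; nearly all actives have a fitted effect of over 55% in size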
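0.75 nM APE1 + cpd, 15 min RT; start w/ 50 nM TAMRA/BHQ-2 THF-abasic dsDNA; kinetic fluor 525/598 nm ×3 reads @60 s; Δ(read3−read1); normalized to DMSO and NSC13755 control wells.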
Pol iota inh: blocks human DNA polymerase iota activity | 1% of 390,000 active | Potency, µM (series often up to 115 µM), inactives show at the highest dose activity, negative = inhibition, usual class: inhibitors | Pol iota fluorescent replication assay, 10 min
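Fluorescent replication assay read twice, at 0 min and 10 min after adding 50 nM (final) substrate. Enzyme (10 nM) and compounds were first incubated 15 min at room temperature; enzyme-free buffer wells were negative controls.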
POLB inh: inhibitors of human DNA polymerase beta. AID 485314. Pol beta primer extension/strand displacement, fluorescence kinetic. P06746. 1.3% of 340,000 active. Potency, µM (titrated, usually from 114 µM), inactives show top-dose activity change, negative = inhibition, most hits filed as inhibitors; also: % is scaled to controls: 0 for no effect and ±100 for the full control effect
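Enzyme-only controls used 10 nM Pol beta; buffer lacking enzyme served as negative control. Compound preincubated 15 min, then 50 nM substrate added; 0 and 10 min reads at room temperature.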
POLH inh: inhibitors of human DNA polymerase eta | 1.2% of 390,000 active | recombinant Pol eta, fluorescent DNA replication assay | AID 588591 | Potency, µM (series often up to 114 µM), without a hit: top-dose activity change, negative = inhibition, actives largely listed as inhibitors | Q9Y253; also: % is scaled to controls: 0 for no effect and ±100 for the full control effect
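Pol eta (10 nM) was preincubated with compounds for 15 min at room temperature, after which fluorescent replication substrate (50 nM final) was added to start the reaction. Fluorescence was read kinetically at 0 and 10 min.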
The depositor's hits bear a star; u = inconclusive; x = not tested or not shown; & = joins results of further samples; ! = repeats disagree; [ ] = another dose, or the depositor's remark. Calls follow the shape of the dose curve; as a rule, active = well fitted curve in the direction sought with a large enough effect; inconclusive = small, poorly fitted or top-dose-only effect, or another doubt; inactive = no such curve, though single readings can be large; an effect the other way counts as inactive or inconclusive. Potency is read from the fitted curve at half-maximal effect. Not all compounds are listed; the hit share may differ from the screen's.

SMILES	BAZ2B block	JMJD2A Tudor	BLM helicase inh	G9a inh	Pol kappa inh	APEX1 inh	Pol iota inh	POLB inh	POLH inh
Nc1nc(SCC(=O)OCc2ccccc2)[nH]c(=O)c1NC(=O)c1ccco1	7%	2%	1%	-9%	-2%	-5%	-4%	-3%	-10%
COc1ccc(CCN2C(=O)CSC2c2ccc(OC)c(OC)c2)cc1OC (stereo not given)	-23%	-12%	2%	-3%[59 µM]	1%[60.1 µM]	-4%	19%	-8%	0%
CCCCC[C@H](O)/C=C/[C@H]1C=CC(=O)[C@@H]1C/C=C\CCCC(=O)O	50µM*	x	-25%&-9%	35µM*!	2%[19.4 µM]	3%&1%&-1%	x	3.2µM*	x
O=C(NCc1cccs1)C1CCN(C(=O)N2CCOc3ccccc32)CC1	-6%	-4%	0%	-19%[59 µM]	-13%	x	24%	-1%	-6%
N#Cc1nc(-c2ccco2)oc1N1CCc2ccccc2C1	25µM*	u	-13%	u	-25%	-4%	11%	u	-18%
COc1cc(Br)cc(C(c2c(C)n(C)n(-c3ccccc3)c2=O)c2c(C)n(C)n(-c3ccccc3)c2=O)c1O	x	-19%	x	x	-6%	x	-7%	x	-7%
CCn1c(SCC(=O)Nc2ccc3c(c2)OCCO3)nnc1-c1c[nH]c2ccccc12	-25%	-31%	-2%	-47%	-14%	-4%	-7%	19%	-22%
CC1CCCC(NC(=O)CNC(=O)c2cccs2)C1C (stereo not given)	9%	-5%	x	18%[0.501 µM]	2%	-9%	24%	x	-12%
O=C(CSc1n[nH]c(-c2ccccc2O)n1)N1CCOCC1	u	-4%	-2%	26%	-1%	6%	33%[activator]	-1%	-12%
Cc1cc(Br)c(NC(=O)COC(=O)C2CCCCC2)c(Br)c1	x	-2%	x	x	7%	1%	-7%	x	-19%

By substructure, the entries above with nitrogen in an aromatic ring.
SMILES	BAZ2B block	JMJD2A Tudor	BLM helicase inh	G9a inh	Pol kappa inh	APEX1 inh	Pol iota inh	POLB inh	POLH inh
Nc1nc(SCC(=O)OCc2ccccc2)[nH]c(=O)c1NC(=O)c1ccco1	7%	2%	1%	-9%	-2%	-5%	-4%	-3%	-10%
N#Cc1nc(-c2ccco2)oc1N1CCc2ccccc2C1	25µM*	u	-13%	u	-25%	-4%	11%	u	-18%
COc1cc(Br)cc(C(c2c(C)n(C)n(-c3ccccc3)c2=O)c2c(C)n(C)n(-c3ccccc3)c2=O)c1O	x	-19%	x	x	-6%	x	-7%	x	-7%
CCn1c(SCC(=O)Nc2ccc3c(c2)OCCO3)nnc1-c1c[nH]c2ccccc12	-25%	-31%	-2%	-47%	-14%	-4%	-7%	19%	-22%
O=C(CSc1n[nH]c(-c2ccccc2O)n1)N1CCOCC1	u	-4%	-2%	26%	-1%	6%	33%[activator]	-1%	-12%

Further results follow.
SMILES	BAZ2B block	JMJD2A Tudor	BLM helicase inh	G9a inh	Pol kappa inh	APEX1 inh	Pol iota inh	POLB inh	POLH inh
CNS(=O)(=O)c1cccc(C(=O)OCC(=O)C23CC4CC(CC(C4)C2)C3)c1	-12%	-26%	-13%	u	-2%	u	-7%	-11%	-7%
O=C(/C=C/c1ccccc1)OCCCCN=C1NS(=O)(=O)c2ccccc21	3%	28µM*	-4%	x	-5%	-1%	61%[activator]	3%	-21%
CN(C)C(=O)C1Cc2ccccc2CN1S(=O)(=O)c1ccc(F)cc1 (stereo not given)	13%	-7%	1%	x	2%	-3%	-6%	-1%	-1%
Oc1cc(O)cc(-c2cc3ccc(O)cc3o2)c1	x	-31%	x	x	-3%	x	9%	x	-9%
O=[N+]([O-])c1ccccc1NCCNS(=O)(=O)c1ccc(Cl)cc1	-13%	u	1%	-8%[59 µM]	-5%	2%	9%	-16%	-10%
CCOC(=O)c1c(CSc2ccccc2)n(C)c2cc(Br)c(O)c(CN(C)C)c12	u	u	-2%	40µM*	-11%	-5%	-18%	4%	-7%
COc1cccc(N2CC(C(=O)Nc3nnc(SCC(=O)NC4CCCC4)s3)CC2=O)c1 (stereo not given)	-25%	-7%	-5%	32µM*	-13%	29%	u	-7%	u
CC1=C(C(=O)OCCBr)C(c2cccc3ccccc23)NC(=O)N1 (stereo not given)	-3%	-11%	-1%	79µM*	-7%	12%	23%	3%	-25%
COc1ccc(CCNC(=O)COC(=O)C2CC2)cc1OC	x	-5%	x	x	-3%	-5%	4%	x	-11%
CCOc1cc(C2C(C(=O)c3ccccc3)=C(C(=O)OC)Nc3nnnn32)ccc1O (stereo not given)	3%	-1%	3%	-2%[12.7 µM]	0%	1%	-8%	-24%	-11%
Cc1ccc(Cl)cc1NC(=O)C1CCN(S(C)(=O)=O)CC1	-14%	12%	0%	17%	-1%	1%	82%[activator]	-2%	-3%
COc1ccc(N/C(=N\c2nc(C)cc(C)n2)NC(C)=O)cc1OC	4%	-22%	-3%	-45%[12.7 µM]	0%	-6%	-18%	-7%	u
CC(C)(C)c1cc(NC(=O)c2c(F)cccc2Cl)n(-c2ccccc2)n1	-2%	-5%	-8%	-3%	0%	24%	37%[activator]	13%	-12%
Cc1cc(OCc2ccc(C(=O)NN=C3CCCC3)cc2)ccc1Cl	42%[activator]	-12%	-5%	34%[59 µM]	-15%	4%	-15%	22%	-4%
CCOC(=O)c1cc[n+](CC(=O)c2ccc(F)cc2)cc1	7%	20%[57.1 µM]	-10%	u	-7%	9%	-19%	34%	-20%
c1ccc2c(c1)nc1n2CCC1	x	-3%	x	x	-20%	x	1%	x	-11%
CC(C)C(NC(=O)c1ccccc1)C(=O)N/N=C\c1ccco1 (stereo not given)	8%	-4%	-1%	4%[59 µM]	-17%	-1%	5%	-1%	-8%
Cc1ccc(-n2c(N)c(C(=O)N3CCOCC3)sc2=S)cc1	-5%	u	1%	u	-6%	-4%	19%	7%	-17%
CCOC(=O)c1c(C)c(-c2ccccc2)n(CC(=O)NCCc2cccc(C)c2)c1C	-1%	-20%	-2%	4%[59 µM]	-14%	x	59%[activator]	2%	-18%
COC(=O)c1ccc(SCC(=O)N2CCC(C)CC2)c([N+](=O)[O-])c1	-7%	-32%	-2%	-14%	-14%	-2%	19%	-2%	-7%
O=C(COc1ccccc1)NC1CC(=O)N(c2ccc3c(c2)OCCO3)C1 (stereo not given)	-1%	-17%	-3%	23%[59 µM]	-10%[60.1 µM]	x	4%	36%[activator]	-16%
CC(=O)Nc1c(Cl)cc2c(c1Cl)Cc1ccccc1-2	x	-13%	x	x	-5%	x	-8%	x	-22%
CC(C)c1ccc(C2CC(=O)N3CN(C4CCCCC4)CSC3=C2C#N)cc1 (stereo not given)	x	25µM*	-3%	2.2µM*	-19%	x	u	u	u
COc1cccc2[nH]c(C(=O)NCC3CCCO3)cc12 (stereo not given)	9%	6%	-4%	-12%	11%	-11%	32%[activator]	-7%	-4%
Cc1c(Cl)cccc1NC(=O)Cn1c(=O)n(Cc2ccco2)c(=O)c2oc3ccccc3c21	-19%	-8%	-7%	-23%[59 µM]	-6%	x	62%[activator]	1%	10%
COCCNC(=O)c1cc2nc(-c3ccc(F)cc3)cc(C(F)(F)F)n2n1	-17%	-13%	-3%	16%[12.7 µM]	0%	5%	7%	-1%	0%
COc1ccc(C)cc1S(=O)(=O)NC1CCCCC1	x	-17%	0%	4%[59 µM]	-21%	-1%	30%	10%	-1%
Cn1c(=O)cc(SCC(=O)N2CCN(c3ccccc3F)CC2)c2ccc(Cl)cc21	x	-20%	-1%	u	5%	x	2%	14%	3%
COC(=O)c1ccc(CNC(=O)Cn2cnc3c(NCc4ccccc4)ncnc32)cc1	x	-12%	x	x	18%	14%	-3%	x	-9%
N#Cc1ccc(CSc2nnc(-c3cccs3)n2-c2ccccc2)cc1	-3%	-11%[57.1 µM]	-5%	-7%[12.7 µM]	-21%	1%	26%	-29%	-2%
CC(=O)Nc1nc(C)c(Oc2ccc(Cl)cc2)c(=O)[nH]1	-4%	-9%	1%	4%	-11%	3%	30%	88%	4%
COc1ccc(-c2sc3cc4c(cc3c2-c2ccc(OCCN3CCOCC3)cc2)OCO4)cc1	x	u	x	x	-14%	6%	1%	x	0%
COc1ccc(S(=O)(=O)N2CCCC2)c(Cl)c1Cl	4%	8%	-8%	7%	-12%	-4%	-27%	-24%	-11%
COc1cc(/C=C/C(=O)Nc2nnc(CC(C)C)s2)cc(OC)c1OC	22%	-1%	-2%	-6%[59 µM]	3%	3%	11%	-23%	-14%
CCN(c1cccc(C)c1)S(=O)(=O)c1cn(CC(=O)OC)c2ccc([N+](=O)[O-])cc12	-11%	27%	-20%	19%[59 µM]	0%	-6%	3%	3%	-26%
CC(C)NC(=O)CN1C(=O)C(C)(C)Oc2ccc(C(=O)NC3CCCCC3)cc21	-10%	-8%	-2%	22%	-16%	11%	26%	48%	-16%
CCOC(=O)c1sc(-c2ccc(Cl)cc2)nc1O	-18%	12%	-2%	10%	-2%	3%	154%[activator]	5%	-18%
Cc1cc(C)c(NC(=O)C2CCN(c3cnccn3)CC2)c(C)c1	1%	-11%	-22%	-3%[59 µM]	2%	15%	14%	26%	-2%
CCOC(=O)CSc1nc2ccccc2c(=O)n1CC1CCC(C(=O)NCc2ccco2)CC1 (stereo not given)	-3%	-8%	-3%	9%[12.7 µM]	-13%	0%	19%	33%	-19%
Cc1ccc(S(=O)(=O)NCC2CCC(C(=O)N(C)Cc3ccccc3)CC2)cc1 (stereo not given)	2%	-17%	1%	-8%[59 µM]	-11%[60.1 µM]	x	-9%	-27%	-2%
CCn1c(SCC(=O)NCC2CCCO2)nnc1-c1c[nH]c2ccccc12 (stereo not given)	8%	-9%	-4%	0%[12.7 µM]	6%	0%	-13%	33%	-14%
COc1ccc2[nH]cc(C(=O)CCl)c2c1	-8%	-5%	-4%	u	1%	-4%	6%	-6%	-3%
NC(=O)C(=O)NN=C1CCC(c2ccccc2)CC1 (stereo not given)	6%	-22%	-1%	0%[59 µM]	-6%	-1%	26%	3%	-17%
O=C(CSc1nc(-c2ccccc2)c(-c2ccccc2)[nH]1)NCC1CCCO1 (stereo not given)	u	-10%	-2%	28µM*	-10%	-8%	42%[activator]	3%	1%
CC(C)N1CCC(N2CCN(Cc3cccnc3)CC2CCO)CC1 (stereo not given)	5%	-5%	-1%	u	4%	-5%	35%[activator]	50%	-21%
